# Compound activity: PubChem, National Center for Advancing Translational Sciences (NCATS)
# HepG2 tox: qHTS for Inhibitors of TGF-b: Cytotox Counterscreen | AID 588856, 2011 | 0.76% of 410,000 active | Potency, µM (titrated, usually from 46.1 µM), inactives show at the highest dose activity change, negative = cytotoxicity, usual class: cytotoxic | HepG2 CAGA-GFP viability, ATP luminescence, 18 h; note: potency is the fitted concentration of half-maximal effect; some results filed as inactive show a strong effect at the top dose
#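 HepG2 CAGA-GFP cells (1000/well, DMEM with 1% FBS) received compound, then TGF-beta at 500 pg/mL final, and were incubated 18 hours at 37 degrees C. Viability was read by CellTiter-Glo luminescence. Media-only wells were set as complete cell-killing and DMSO as no toxicity.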
# IL2 activator: qHTS of IL-2 Activators. IL-2 activation reporter assay, cell-based qHTS; stimulated with anti-CD3/CD4/CD28 beads; in transgenic mouse T cells. activation, % (series mostly up to about 46 µM). AID 652025, 2013. 0.065% of 360,000 active; in the data active = activation above about 50%; inconclusive = mostly about 30% to 49%; note: 0% is about no effect
#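 EGFP and DsRed fluorescence is measured by plate cytometry in unstimulated transgenic mouse T cells exposed to compound for 60 minutes, then stimulated 18 hours at 37 degrees C with anti-CD3/anti-CD4 beads plus anti-CD28.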
# A549 viability: Nrf2 qHTS screen for inhibitors: counterscreen for cytotoxicity; A549 ARE-Fluc cells, CellTiter-Fluor viability, 18-24 h; Potency, µM (series often up to 46 µM), without a hit: at the highest dose activity change, negative = cytotoxicity, hits mostly inhibitors; 0.16% of 390,000 active; AID 504648, 2011; note: potency is the fitted concentration of half-maximal effect; % is set by controls: 0 for no effect and ±100 for the full control effect
#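 A549 ARE-Fluc cells in 5% FBS OPTI-MEM, 5000 cells/well, rested 2 h then exposed to compounds in concentration-response for 18-24 h at 37 °C. Viability by CellTiter-Fluor fluorescence (Ex 405/Em 525) after 30 min; luciferase luminescence (BugLite, 15 min, RT) read afterwards.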
# S2 tox: Viability Counterscreen for Primary qHTS for Inhibitors of ATXN expression | S2 cells (HEK-293 line with an ATXN2-luciferase reporter) viability, CellTiter-Fluor protease fluorescence, 24 h | 0.49% of 400,000 active | Potency, µM (titrated, usually from 56.7 µM), actives largely listed as cytotoxic; note: potency is the fitted concentration of half-maximal effect; nearly all actives have a fitted effect of over 40% in size
# Nrf2 ARE act: qHTS of Nrf2 Activators. AREc32 ARE-luciferase reporter (MCF7-derived line), luminescence, 24 h. Potency, µM (series often up to 46.1 µM), inactives show at the highest dose activation, actives largely listed as activators. 0.31% of 410,000 active. AID 624171, 2012; note: potency is the fitted concentration of half-maximal effect; % of control where 0% means no effect; nearly all actives have a fitted effect of over 65% in size
#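 Luciferase luminescence (Steady-Glo, 30 min at room temperature) served as the read-out of ARE activation in AREc32 cells treated with compounds for 24 hr at 37 deg C.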
# ATXN2 expr inh: Primary qHTS for Inhibitors of ATXN expression; HEK-293 ATXN2-luciferase reporter, luminescence, 24 h; Potency, µM (doses to about 57 µM), for inactives: at the top dose activity change, negative = inhibition, actives largely listed as inhibitors; 0.72% of 360,000 active; note: potency is the fitted concentration of half-maximal effect; % is set by controls: 0 for no effect and ±100 for the full control effect; nearly all actives have a fitted effect of over 55% in size
#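 qHTS (up to 57 uM final) was run with 24 h compound exposure of reporter cells at 37 °C. Each well was multiplexed: SteadyGlo luminescence measured ATXN2-luciferase expression after a fluorogenic Gly-Phe-AFC viability readout (25 uM final).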
# TGFb SMAD3 inh: qHTS for Inhibitors of TGF-b. HepG2 CAGA-GFP TGF-b/SMAD3 reporter, GFP fluorescence, 18 h; TGF-beta stimulated, 500 pg/mL final. Potency, µM (titrated, usually from 46.1 µM), without a hit: at the top dose activity, negative = inhibition, hits mostly inhibitors. 1.2% of 410,000 active; note: potency is the fitted concentration of half-maximal effect; % is set by controls: 0 for no effect and ±100 for the full control effect; nearly all actives have a fitted effect of over 65% in size
#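 HEPG2 CAGA-GFP cells (1000/well, DMEM with 1% FBS) were pre-incubated 2 h at 37 degrees C, given compound by pin tool, then stimulated with TGF-beta at 500 pg/mL final for 18 h before per-cell GFP fluorescence imaging.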
# EPAC2 ag: qHTS for Agonist of cAMP-regulated guanine nucleotide exchange factor 4 (EPAC2): primary screen. Rap guanine nucleotide exchange factor 4 (Homo sapiens), Q8WZA2. EPAC2 activation, biochemical qHTS; response scale: 100% = 6.5 mM cAMP response. 0.079% of 360,000 active. Potency, µM (series often up to 154 µM), inactives show at the highest dose activation, hits mostly activators; note: potency is the fitted concentration of half-maximal effect; nearly all actives have a fitted effect of over 50% in size
# Target sequence (Q8WZA2 whole entry, looked up): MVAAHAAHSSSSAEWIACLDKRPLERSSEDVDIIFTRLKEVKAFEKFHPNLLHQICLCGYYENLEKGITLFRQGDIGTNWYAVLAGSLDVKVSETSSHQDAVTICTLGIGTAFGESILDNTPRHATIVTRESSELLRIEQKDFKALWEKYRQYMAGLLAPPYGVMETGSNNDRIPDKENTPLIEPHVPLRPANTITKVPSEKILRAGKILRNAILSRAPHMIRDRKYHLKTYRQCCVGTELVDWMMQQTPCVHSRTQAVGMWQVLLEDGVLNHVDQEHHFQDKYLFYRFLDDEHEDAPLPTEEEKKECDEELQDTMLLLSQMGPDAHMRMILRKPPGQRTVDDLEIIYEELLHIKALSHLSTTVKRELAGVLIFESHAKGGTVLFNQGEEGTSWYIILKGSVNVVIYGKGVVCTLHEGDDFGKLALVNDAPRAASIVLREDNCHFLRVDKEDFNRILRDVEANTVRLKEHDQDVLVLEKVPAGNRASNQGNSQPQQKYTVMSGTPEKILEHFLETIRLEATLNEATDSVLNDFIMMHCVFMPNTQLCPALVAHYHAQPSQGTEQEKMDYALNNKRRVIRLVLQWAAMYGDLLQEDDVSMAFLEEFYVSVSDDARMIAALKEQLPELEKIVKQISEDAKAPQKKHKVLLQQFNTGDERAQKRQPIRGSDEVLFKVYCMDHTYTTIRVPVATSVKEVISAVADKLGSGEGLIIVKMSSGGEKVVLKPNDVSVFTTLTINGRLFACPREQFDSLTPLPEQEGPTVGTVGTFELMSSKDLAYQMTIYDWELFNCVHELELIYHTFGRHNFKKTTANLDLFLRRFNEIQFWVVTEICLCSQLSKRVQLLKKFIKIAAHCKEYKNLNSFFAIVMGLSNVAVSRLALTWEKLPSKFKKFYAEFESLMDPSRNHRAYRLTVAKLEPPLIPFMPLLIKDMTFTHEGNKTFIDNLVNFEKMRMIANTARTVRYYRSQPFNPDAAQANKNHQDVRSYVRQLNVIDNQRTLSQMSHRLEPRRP
#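 Nucleotide exchange monitored as fluorescence drop when BODIPY-GDP leaves Rap1B. Reaction: 100 nM EPAC2, 250 nM RAP1B-BODIPY-GDP, 50 uM GDP, room temperature, kinetic read over 30 min. Activity expressed relative to 6.5 mM cAMP.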
# Nrf2 inh: Nrf2 qHTS screen for inhibitors; 2.1% of 360,000 active; A549 ARE-Fluc reporter, luciferase luminescence, 18-24 h; Potency, µM (series often up to 46 µM), for inactives: top-dose activity change, negative = inhibition, actives largely listed as inhibitors; note: potency is the fitted concentration of half-maximal effect; % is set by controls: 0 for no effect and ±100 for the full control effect; nearly all actives have a fitted effect of over 60% in size
#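 Quantitative HTS in A549 cells stably bearing an antioxidant response element-firefly luciferase construct. Inhibition of Nrf2-driven transcription was scored by luminescence after 18-24 h of compound exposure at 37 °C.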
# * marks the source's active call; other numbers are inactive results; i = inactive; ? = inconclusive; . = no result given; & = joins results of further samples; [ ] = another dose, or the depositor's remark. Unless noted, calls come from the whole dose curve; as a rule, active = well fitted curve in the direction sought with a large enough effect; inconclusive = small, poorly fitted or top-dose-only effect, or another doubt; inactive = no such curve, though single readings can be large; an effect the other way counts as inactive or inconclusive.
SMILES,HepG2 tox,IL2 activator,A549 viability,S2 tox,Nrf2 ARE act,ATXN2 expr inh,TGFb SMAD3 inh,EPAC2 ag,Nrf2 inh
COc1ccc(-n2c(N)c(C(=O)NCc3cccnc3)sc2=S)cc1,-16%,-1.5,-8%,i,-0.1%,1%,-23%,3%,?
CCCN1CCN(C(=O)Nc2cccc(C(F)(F)F)c2)CC1,-25%,0.3,0%,i,-0.1%,-6%,-13%,-1%,15%
Cc1ccc(C)c(N2CCN(S(=O)(=O)c3ccc4c(c3)C(C(C)C)C(=O)N4)CC2)c1 (centres undefined),-94%,.,-4%,i,-0.1%,0%,16µM*,.,?
Cc1c(C)c2ccc(OC(C)C(=O)NCc3ccccn3)cc2oc1=O (centres undefined),-1%,-1.3,0%,i,-0.7%,5%,8%,2%,-10%
O=C(CCC(=O)OCC(=O)c1ccc(Cl)cc1Cl)Nc1cccc2cccnc12,-7%,-1.6,1%,i,-0.3%,1%,-2%,-9%,-7%
COc1cccc(NC(=O)CN2C(=O)C(=O)N(C3CCCC3)C2=O)c1,-1%,1.6,1%,i,0.3%,-17%,8%,9%,-12%
COc1cccc(CNc2ccc(F)c(Cl)c2)c1O,-21%,0.0,2%,i,6.5%,36%[activator],-15%,19%,2%
CCOC(=O)Cn1cc(/C=C/[N+](=O)[O-])c2ccccc21,-72%,-0.8,-5%,.,-3.3%,.,16µM*,22%,-19%
CCOC(=O)N[C@H](Cc1c[nH]c2ccccc12)C(=O)NC1CC1,2%,-3.7,2%,?,-0.4%,13%,7%,-1%,2%
C[C@H]1CN([C@@H](C)CO)C(=O)CCCn2nncc2CO[C@@H]1CN(C)C(=O)Cc1ccccc1,-12%,-0.9,.,i,-0.8%,-8%,16%,1%,.
COc1ccccc1C(=O)NCCC(=O)NC1CCCCC1C (centres undefined),-1%,-1.1,0%,i,0.5%,5%,64%,-1%,-9%
Cc1ccc2nc(C)cc(C(=O)N3CCCC(CO)(Cc4ccccc4C)C3)c2c1 (centres undefined),-21%,0.6,-7%,i,-0.3%,16%,-15%,5%,-5%
CC(=O)c1ccccc1NC(=O)CC1(CC(=O)O)CCCCC1,-13%,-0.7,-2%,i,1.5%,-14%,-7%,1%,-25%
O=C(Cc1coc2cc(O)ccc12)NNC(=O)c1cccs1,7%,-0.6,-4%,i,10.0%,5%,6%,-3%,10%
Cc1ccc(NC(=S)N/N=C2/CCCc3c(C)cc(C)cc32)cc1,-26%,-0.1,.,i,0.1%,-2%,-4%,9%,4%
COc1ccc(-c2nc(NC(=O)c3nc4nccc(C)n4n3)sc2C)cc1,-18%,0.0,-6%,?,0.2%,.,-14%,-5%,?
COc1ccccc1CNC(=O)c1ccc2nc(N3CCOCC3)sc2c1,38%,-3.4,2%,i,-0.2%,-2%,44%[activator],5%,-5%
CCc1nnc(NS(=O)(=O)c2ccc(N/C=C/C(=O)c3ccc(C)cc3)cc2)s1,-28%,-1.1,-10%,.,0.1%,5%,-14%,0%,3%
CN(CC(=O)Nc1ccc(Cl)c(Cl)c1)C(=O)CC1OC(=O)c2ccccc21 (centres undefined),2%,-0.8,-3%,?,1.9%,8%,13%,1%,18%
Cc1cccc(CCNC(=O)C2CCN(S(=O)(=O)c3cccc4cccnc34)CC2)c1,0%,0.6,-3%,i,-0.1%,2%,-2%,10%,-13%
CCC(CC)C(=O)N1c2ccccc2C(C)(c2ccccc2)CC1(C)C (centres undefined),-22%,.,-1%,i,0.1%,-33%,?,.,-13%
O=C(COC(=O)c1cc([N+](=O)[O-])ccc1Cl)NC1CCCC1,5%,-3.2,0%,i,9.3%,0%,-1%,9%,-12%
O=C(c1ccccc1F)N1CCC2CC1c1cc(-c3ccc4c(c3)OCO4)ccc12 (centres undefined),-20%,-0.7,.,i,0.7%,-13%,?,9%,.
CCc1cc2cc3c(cc2nc1SCC(=O)N1CCN(C(=O)c2ccco2)CC1)OCO3,-6%,-0.3,12%,i,-0.1%,-13%,-4%,11%,.
COc1ccccc1NS(=O)(=O)c1cc(N)ccc1N1CCCC1,-22%,0.3,-1%,?,-0.1%,-6%,-1%,3%,-19%
c1csc(-c2nn[nH]n2)c1,-33%,0.5,6%,i,3.2%,37%,-9%,0%[15.6 µM],?
c1ccc(C(c2ccccc2)N2CCN(Cc3nnnn3C3CCCC3)CC2)cc1,5%,-3.0,-6%,i,5.6%,-14%,?,5%,.
O=C(NCc1ccco1)c1nnc(Cc2ccc(F)cc2)o1,6%,-1.2,1%,i,0.7%,6%,16%,7%,17%
CCCNC(=O)OCC12CC3CC(CC(C3)C1)C2,2%,0.1,0%,i,0.1%,-9%,?,13%,2%
O=[N+]([O-])c1ccc(S(=O)(=O)Nc2cccc(-c3ccc(N4CCOCC4)nn3)c2)cc1,-22%,-2.1,6%,i,1.6%,2%,0%,-2%,?

# Compounds from the list above containing a nitro group on carbon, in the order listed:
SMILES,HepG2 tox,IL2 activator,A549 viability,S2 tox,Nrf2 ARE act,ATXN2 expr inh,TGFb SMAD3 inh,EPAC2 ag,Nrf2 inh
CCOC(=O)Cn1cc(/C=C/[N+](=O)[O-])c2ccccc21,-72%,-0.8,-5%,.,-3.3%,.,16µM*,22%,-19%
O=C(COC(=O)c1cc([N+](=O)[O-])ccc1Cl)NC1CCCC1,5%,-3.2,0%,i,9.3%,0%,-1%,9%,-12%
O=[N+]([O-])c1ccc(S(=O)(=O)Nc2cccc(-c3ccc(N4CCOCC4)nn3)c2)cc1,-22%,-2.1,6%,i,1.6%,2%,0%,-2%,?

# Random excerpt: three compounds from above.
SMILES,HepG2 tox,IL2 activator,A549 viability,S2 tox,Nrf2 ARE act,ATXN2 expr inh,TGFb SMAD3 inh,EPAC2 ag,Nrf2 inh
CCCNC(=O)OCC12CC3CC(CC(C3)C1)C2,2%,0.1,0%,i,0.1%,-9%,?,13%,2%
COc1ccccc1CNC(=O)c1ccc2nc(N3CCOCC3)sc2c1,38%,-3.4,2%,i,-0.2%,-2%,44%[activator],5%,-5%
c1csc(-c2nn[nH]n2)c1,-33%,0.5,6%,i,3.2%,37%,-9%,0%[15.6 µM],?

# Next part:
SMILES,HepG2 tox,IL2 activator,A549 viability,S2 tox,Nrf2 ARE act,ATXN2 expr inh,TGFb SMAD3 inh,EPAC2 ag,Nrf2 inh
COc1cc(NS(=O)(=O)c2cn(C)cn2)cc(OC)c1,-3%,-0.4,-3%,i,-0.1%,.,20%,6%,1%
COC(=O)c1nnn(-c2nonc2N)c1CSc1ccc(Cl)cc1,-33%,0.0,5%,i,-0.1%,-7%,23%,-7%,.
O=C1N=c2ccc([N+](=O)[O-])cc2=C1c1sc(=O)[nH]c1O,6%,-0.4,-4%,i,0.1%,-16%,11%,-4%,-6%
O=C(O)CC/C(=N\Nc1ccc(S(=O)(=O)N2CCCC2)cc1[N+](=O)[O-])c1cccs1,-63%,0.3,-16%,i,-0.5%,-23%,?,4%,?
CC(=O)NC(C)(c1ccccc1)c1nc(-c2ccc(S(C)(=O)=O)cc2)cs1 (centres undefined),0%,0.1,.,i,0.4%,-9%,30%,11%,.
O=C(NC1CCCC1)c1ccccc1OCc1ccccc1,-13%,0.3,-18%,i,0.4%,-10%,?,12%,?
O=C(O)C1C2C=CC(C2)C1C(=O)N1CCOCC1 (centres undefined),9%,-1.6,?,i,-0.9%,-20%,0%,1%,2%
Cc1noc(C)c1COC(=O)C1CCN(S(=O)(=O)c2ccc(F)cc2)CC1,-19%,-5.1,1%,i,-0.1%,12%,-28%,26%,7%
COC(=O)c1ccc(C(=O)OC)c(NC(=O)CSCc2ccccc2Br)c1,19%,-0.7,0%,i,-0.7%,1%,22%,-84%[15.6 µM],-2%
Cc1n[nH]c(C)c1Sc1ccccc1N=Cc1cc(Cl)cc([N+](=O)[O-])c1O,-17%,0.7,-8%,i,-2.4%,-6%,1%,13%,3%
Cc1cc2cc3c(C)cc(=O)oc3c(C)c2o1,-1%,0.0,0%,i,-0.3%,26%&2%,-4%,0%,13%
CCC(=O)N(CCc1ccc(OC)c(OC)c1)Cc1cc2ccc(C)cc2n2nnnc12,6%,1.1,2%,i,0.3%,52%[activator],-1%,2%,2%
COc1ccc(NC(=O)CSc2n[nH]c(C(C)C)n2)c([N+](=O)[O-])c1,-2%,-3.8,0%,.,2.0%,-21%,0%,13%,?
COCCN1Cc2cccc(C(=O)Nc3ccccc3OC)c2C1=O,12%,0.1,14%,i,-0.2%,-9%,-3%,2%,0%

# Three compounds from above, sorted by their value in EPAC2 ag, smallest number first:
canonical_smiles	IL2 activator	Nrf2 ARE act	TGFb SMAD3 inh	EPAC2 ag	Nrf2 inh
CCC(=O)N(CCc1ccc(OC)c(OC)c1)Cc1cc2ccc(C)cc2n2nnnc12	1.1	0.3%	-1%	2%	2%
O=C(O)CC/C(=N\Nc1ccc(S(=O)(=O)N2CCCC2)cc1[N+](=O)[O-])c1cccs1	0.3	-0.5%	?	4%	?
CC(=O)NC(C)(c1ccccc1)c1nc(-c2ccc(S(C)(=O)=O)cc2)cs1 (centres undefined)	0.1	0.4%	30%	11%	.
